Source: PubChem
Myeloid diff 2: induction of myeloid progenitor differentiation, primary screen, cell-based, flow cytometry, MLPCN library | ER-HoxA9 myeloid progenitors, lysozyme-GFP differentiation | calls only at 10 µM | 360,000 tested, 1% active;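 active = normalized GFP-positive differentiation at or above the plate's own cutoff, the solvent-only control mean plus 3 SD; inconclusive = no clear call, values can overlap the other calls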;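 also: cells exposed to compound for four days before flow analysis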
Myeloid diff 2 GFP+ MAC1+ %: second read-out of Myeloid diff 2, no call of its own (marks repeat the call); GFP+ MAC1+ double positive, %; measured here: differentiation confirmed by MAC1 staining
* = called active by the depositor; i = inactive; ? = inconclusive; / = not tested or not shown; + = active, no number. These rows are one share of the data (hit frequency here may not be typical).

canonical_smiles	Myeloid diff 2	Myeloid diff 2 GFP+ MAC1+ %
CN(C)c1cccc(CNC(=O)c2csc([C@@H]3O[C@H](CO)[C@@H](O)[C@H]3O)n2)c1	i	1.0
Cc1cc2c(cc1C)-n1nnnc1C(N1CCCC1)C(=O)N2 (stereo unspecified)	i	1.0
CSCCC(c1nc2ccccc2[nH]1)n1c(/C=C/c2ccc(F)c(F)c2)nc2ccccc21 (stereo unspecified)	i	1.4
CC1=C(C(=O)N(C)C)CC(CC(=O)NCCc2ccccn2)C(=O)N1Cc1ccccc1 (stereo unspecified)	i	1.3
Cc1ccc(C(O)c2ncc(-c3ccc4ccccc4c3)[nH]2)cc1F (stereo unspecified)	i	1.6
O=C(NCCN1CCC(n2c(=O)[nH]c3ccccc32)CC1)c1ccc(F)c(C(F)(F)F)c1	i	0.9
Clc1cccc(-c2nc3ccc(Cl)cn3c2Cc2ccsc2)c1	i	0.3
COC(=O)[C@@]1(Sc2ccc(C)cc2)CC(=O)N(C(=O)c2ccccc2)[C@@H]1c1ccccc1	i	0.7
Cc1nc2ccccn2c(=O)c1NC(=O)c1ccco1	i	0.5
CCc1nc2ccc(C(=O)NCc3ccc4c(c3)OCO4)cn2c1N(C)Cc1cccs1	i	0.1
C#CCN(C[C@@H]1[C@@H](OC(=O)NCc2ccccc2F)[C@@H](OC(=O)NCc2ccccc2F)CN(C(=O)OC(C)C)N1C(=O)OC(C)C)S(=O)(=O)c1ccc(C)cc1	i	0.1
COc1ccc(N2CCN(C(=O)CCCCCn3c(=S)[nH]c4ccc(N5CCOCC5)cc4c3=O)CC2)cc1	i	0.9
O=[N+]([O-])c1nccn1CC(O)CO (stereo unspecified)	i	1.2
CCc1nc2ccc(C(=O)Nc3ccc(C(=O)N(C)C)cc3)cn2c1N(C)CCCc1ccccc1	i	1.8
O=C(NCC1CCOCC1)c1ccc(-c2ccc(F)c(F)c2)c2ccoc12	i	1.0
Cc1ccc(NC(=O)C2(C)CCN2C(=O)Cc2ccc(-c3ccccc3)cc2)cc1 (stereo unspecified)	i	2.4
OC(c1ccc(F)c(F)c1)c1nc(-c2csc3ccccc23)cs1 (stereo unspecified)	i	0.9
OC[C@@H]1CN(Cc2cccc(C(F)(F)F)c2)C[C@H](n2cnc3c(NCc4ccncc4)ncnc32)O1	i	1.4
CC(C)c1ccc(S(=O)(=O)N2CCN(C(=O)CCc3nc4ccccc4c(=O)[nH]3)CC2)cc1	i	0.7
CC1(c2nc3ccccc3[nH]2)CCC(=O)N1Cc1cccs1 (stereo unspecified)	i	1.4

Compound profiles, from the list above.
C#CCN(C[C@@H]1[C@@H](OC(=O)NCc2ccccc2F)[C@@H](OC(=O)NCc2ccccc2F)CN(C(=O)OC(C)C)N1C(=O)OC(C)C)S(=O)(=O)c1ccc(C)cc1 in the list: Myeloid diff 2 = i; Myeloid diff 2 GFP+ MAC1+ % = 0.1
CC1(c2nc3ccccc3[nH]2)CCC(=O)N1Cc1cccs1 (stereo unspecified) in the list: Myeloid diff 2 = i; Myeloid diff 2 GFP+ MAC1+ % = 1.4

Continued.
canonical_smiles	Myeloid diff 2	Myeloid diff 2 GFP+ MAC1+ %
N#Cc1ccc(NC(=S)NC(=O)C2CC2)cc1	i	0.4
COc1ccc(CNC(=O)c2ccc(CS(=O)(=O)c3ccc(OC)cc3)o2)cc1	i	0.5
CC1(C(=O)NS(=O)(=O)c2cccs2)CCN1C(=O)Cc1ccc(Cl)cc1Cl (stereo unspecified)	i	1.0
CC(C)C[C@@H]1O[C@H](C(C)C)Cc2[nH][nH]c(=O)c21	i	0.6
Nc1[nH]c(C(=O)c2ccccc2)c(-c2ccc(Cl)cc2)c1C(=O)NCc1ccccc1	i	0.7
COc1ccc(OC)c(C=NN=Cc2cc(OC)ccc2OC)c1	i	0.5
CC(C)C[C@H]1CN(CCCC[C@@H]2CNC(=O)C(=O)N2CC2CCCCC2)C(=O)C(=O)N1CCc1ccc(O)cc1	i	0.7
OC(c1ccc(F)c(F)c1)c1ncc(-c2cccc(C(F)(F)F)c2)[nH]1 (stereo unspecified)	i	1.2
CC(=NOC(=O)C1CCCCC1)c1nccs1	i	0.4
CCc1nc2c(OCc3ccc(Cl)cc3)cccn2c1N(C)C(=O)c1ccco1	i	1.2
Cc1ccc(S(=O)(=O)NC(=O)C2(C)CCN2C(=O)CCc2ccc(Cl)cc2Cl)cc1 (stereo unspecified)	i	0.8
COc1ccc(OC)c(NC(=O)Nc2nc(C(C)N)cs2)c1 (stereo unspecified)	i	0.9
CCNC(=O)C1CCCN(C(=O)c2cc(F)cc(F)c2)CC1 (stereo unspecified)	i	1.2
COCCNc1nc(Oc2cncc(Cl)c2)c2sccc2n1	i	0.7
CCOC1=C2[C@@H](CN(S(=O)(=O)c3ccc(C)cc3)[C@H]2c2ccccc2F)[C@H]2C(=O)N(Cc3ccccc3)C(=O)[C@H]2C1	i	1.5
O=C(C(=O)N1CCN(C(=O)OCc2ccccc2)CC1)c1cccnc1	i	1.2
NS(=O)(=O)c1ccc(CCNC(=O)c2cc(S(=O)(=O)N3CCCCC3)ccc2Cl)cc1	i	1.3
COC(=O)N1CCCCC1c1cc(C(=O)Nc2ccccc2Cl)no1 (stereo unspecified)	i	0.4
COC(=O)[C@]12CCCCC=C1N(Cc1cccc3ccccc13)C(=O)[C@H](CC(=O)N1CCCC1)C2	i	0.5
O=C1OCC/C1=C1/NCCNC1=O	i	0.2

Remaining list, next part
canonical_smiles	Myeloid diff 2	Myeloid diff 2 GFP+ MAC1+ %
COc1ccc(OC)c(NC(=O)Nc2nnc(COCCO)s2)c1	i	2.3
CCC(=O)Oc1ccc(NC(=O)c2ccc(S(=O)(=O)N3CCCC3)cc2)cc1	i	1.1
CN(C)CCNC(=O)c1ccc2nc([C@@H]3O[C@H](CO)[C@H](O)[C@H](O)[C@H]3O)[nH]c2c1	i	0.2
CC(C)(C)C(c1nc2ccccc2[nH]1)n1c(-c2ccco2)nc2ccccc21 (stereo unspecified)	i	3.8
COc1ccc(C(=O)NCC(c2ccco2)N2CCc3ccccc3C2)c(OC)c1 (stereo unspecified)	i	0.4
COc1cc(-c2cnc3c(NC=O)cc(-c4ccc(C)cc4)cn23)cc(OC)c1OC	?	/
O=C(c1[nH]c(C(F)(F)F)nc1-c1ccccc1)N1CCN(c2ncccn2)CC1	i	0.3
NNC(=O)Cc1cc(=O)[nH][nH]1	i	1.2
COc1cc(NC(=O)C2CCN(S(=O)(=O)c3cccs3)CC2)c(C(=O)O)cc1OC	i	1.3
CCNC(=O)C1(C)CCN1C(=O)Cc1ccc(C(C)C)cc1 (stereo unspecified)	i	0.5
O=C1C(=Cc2cccc(F)c2)Cc2ccccc21	i	1.6
COc1ccc(-c2ccc(C(=O)N3CCOCC3)c3occc23)c(C)c1	i	0.7
C[C@@H]1CN([C@H](C)CO)C(=O)CCCn2nncc2CO[C@H]1CN(C)Cc1cccc(C(F)(F)F)c1	i	0.5
FC(F)(F)c1ccccc1Cc1c(-c2cccc(Cl)c2)nc2c3ccccc3ccn12	i	0.8
COC(=O)[C@@]12C[C@@H](CC(=O)N3CCOCC3)C(=O)N(Cc3cccc4ccccc34)C1=CCC(C)(C)C2	i	3.0
COc1ccc(C2CCc3cc4c(cc3C2=NO)OCO4)cc1OC (stereo unspecified)	i	0.9
O=C(NCc1cccs1)c1ccc2sc(C3=C[C@@H](O)[C@@H](O)[C@@H](CO)O3)nc2c1	i	0.0
CC1=C(C(=O)N(C)C)CC(CC(=O)NCC2CCCCC2)C(=O)N1CCCN1CCCC1=O (stereo unspecified)	i	0.9
Cc1cc(NC(=O)OC(C)(C)C)c(-n2nnnc2C(C(=O)c2ccccc2)N2CCOCC2)cc1C (stereo unspecified)	i	1.3
Cn1cc(Cc2ccc(C(=O)NCc3ccccc3)cn2)c2ccccc21	i	2.0

More entries follow.
canonical_smiles	Myeloid diff 2	Myeloid diff 2 GFP+ MAC1+ %
CSc1ccc(/C=C2\NC(=O)NC2=O)cc1	i	0.1
CC1(C)CC(=O)C=C(c2ccc(Oc3ccccc3)cc2)C1=O	i	0.4
Cc1cn([C@H]2C[C@H](O)[C@@H](CNC(=O)[C@@H]3C[C@H](F)CN3)O2)c(=O)[nH]c1=O	i	0.7
CCOc1ccccc1N1CCN(CC(=O)Nc2nccs2)CC1	i	1.5
COc1ccc(NC(=O)C2Cc3c(-c4ccc(Cl)cc4)ccnc3O2)cn1 (stereo unspecified)	i	0.7
COc1cccc(C(=O)C(=O)N2CCN(C(=O)OCc3ccccc3)CC2)c1	i	3.5
C[C@@H]1CCCCO[C@@H](CN(C)Cc2ccccc2)[C@@H](C)CN([C@H](C)CO)C(=O)c2cc(NC(=O)Nc3cccc4ccccc34)ccc2O1	i	1.5
Cc1nc(N2CCCCC2)[nH]c(=O)c1CN(C)N=O	i	0.3
COc1ccc(-c2cc(NC=O)c3ncc(-c4cccc(C(=O)N(C)C)c4)n3c2)c(OC)c1	i	1.1
Cc1cnc(C2OCCO2)c2cccc(N)c12	i	1.0
COc1ccc(C(=O)Nc2nnc([C@@H]3C[C@H](O)[C@@H](CO)O3)s2)cc1	i	0.7
CCOC(=O)C1(C)CCCN(C(=O)c2ccccc2C(F)(F)F)C1 (stereo unspecified)	i	0.6
COC(=O)[C@H](Cc1ccccc1)NC(=O)CC[C@H]1O[C@@H](n2ccc(=O)[nH]c2=O)[C@H](O)[C@@H]1O	i	0.9
C[C@H]1COc2cc(N3CCSCC3)ccc2S(=O)(=O)N1	i	0.8
CCCn1c(SCC(=O)Nc2ccc(S(=O)(=O)N3CCOCC3)cc2)n[nH]c1=O	i	0.9
c1ccc(N2CCN(Cc3ccc4c(c3)OCO4)CC2)nc1	i	0.1
CC(C)(C)C(=O)c1c(N)[nH]c(C(=O)c2ccccc2)c1-c1cc2ccccc2nc1Cl	i	1.6
O=C(CCN1C(=O)/C(=C\c2ccccc2F)SC1=S)N1CCOCC1	i	2.7
CC(C)C[C@H]1CN(CCCC[C@@H]2CNC(=O)C(=O)N2CCc2ccccc2)C(=O)C(=O)N1Cc1ccccc1	i	1.2
C[C@H]1CN([C@@H](C)CO)C(=O)c2cc(Br)cnc2O[C@@H]1CN(C)C(=O)CN(C)C	i	2.4

Later entries
canonical_smiles	Myeloid diff 2	Myeloid diff 2 GFP+ MAC1+ %
O=C1Nc2ccccc2Cc2ccccc21	i	1.3
Cc1ccccc1NC(=O)Nc1nc(C(N)C2CCCCC2)cs1 (stereo unspecified)	i	0.9
Cc1ccc(NC(=O)C2(C)CCN2C(=O)CC(c2ccccc2)c2ccccc2)cc1 (stereo unspecified)	i	0.4
CCNc1nc(-c2sc(NC(=O)C(C)(C)C)nc2C)c(-n2cc(-c3ccccc3)nn2)s1	i	1.6
Cc1cc2nc(-c3cccc(Br)c3)c(Cc3ccsc3)n2c(C)c1Br	i	1.0
Cc1ccc(OCCNC(=O)[C@H]2O[C@@H](n3cnc4c(N)ncnc43)[C@H](O)[C@@H]2O)cc1C	i	1.4
COc1ccc(Cc2c(-c3ccc(C)cc3)nc3cc(C)c(Br)c(C)n23)c(C)c1	i	0.2
COc1ccccc1N1CCN(S(=O)(=O)CCNC(=O)CC2CCCC2)CC1	i	0.6
COCCCNC(=O)C[C@@H]1C[C@@]2(C(=O)OC)CCCCC=C2N(CCC2=CCCCC2)C1=O	i	1.4
CC(=O)Nc1cccc(-c2ccnc3c2CC(C(=O)NCc2ccncc2)O3)c1 (stereo unspecified)	i	0.8
COCCNC(=O)c1cc2c(c(-c3cccc(-c4cccc(OC)c4)c3)n1)[C@H](CCO)N(S(=O)C(C)(C)C)C2 (stereo partly specified)	i	1.2
O=C1CCCCC1C(O)(C(=O)c1ccccc1)c1ccccc1 (stereo unspecified)	i	1.3
Nc1nonc1-n1nnc(C(=O)N/N=C/c2ccco2)c1CSc1ccc(Cl)cc1	i	0.7
COc1cc2ccc(NC(C)=O)cc2cc1OC	i	1.5
CCCc1c(C(=O)N/N=C/c2ccc(-c3ccccc3)cc2)nnn1-c1nonc1N	i	1.8
CC(=O)NC(c1ccc(N(C)C)cc1)c1cc(Cl)c2cccnc2c1O (stereo unspecified)	?	/
Cc1ccc(NC(=O)CN(C)CC(=O)Nc2ccc3c(c2)OCO3)cc1	i	0.4
CCc1cc(-c2nnn(-c3cc(C(C)C)ccc3C)c2CC)ccc1-c1cn(CCc2c[nH]c3ccccc23)nn1	i	0.9
CC(C)C[C@@H](COCc1cccc(Cl)c1)N1CCN(C(=O)c2cccc(C(F)(F)F)c2)CCC1=O	i	0.7
COC(=O)C1=CN(c2ccc3c(c2)OCO3)C(N)=C(C#N)C1c1ccccc1 (stereo unspecified)	+	3.0*

Ordered by molar mass (largest number first): 5 of the compounds above
canonical_smiles	Myeloid diff 2	Myeloid diff 2 GFP+ MAC1+ %
CCc1cc(-c2nnn(-c3cc(C(C)C)ccc3C)c2CC)ccc1-c1cn(CCc2c[nH]c3ccccc23)nn1	i	0.9
CCNc1nc(-c2sc(NC(=O)C(C)(C)C)nc2C)c(-n2cc(-c3ccccc3)nn2)s1	i	1.6
CCCc1c(C(=O)N/N=C/c2ccc(-c3ccccc3)cc2)nnn1-c1nonc1N	i	1.8
COc1ccccc1N1CCN(S(=O)(=O)CCNC(=O)CC2CCCC2)CC1	i	0.6
COc1cc2ccc(NC(C)=O)cc2cc1OC	i	1.5

Further compounds
canonical_smiles	Myeloid diff 2	Myeloid diff 2 GFP+ MAC1+ %
Cc1ccc(C)c(C(O)c2ncc(-c3ccc(F)cc3)[nH]2)c1 (stereo unspecified)	i	0.4
CCCS(=O)(=O)NC(=O)C1(C)CCN(C(=O)c2c(F)ccc(C)c2F)C1 (stereo unspecified)	i	1.5
C=CCn1c(O)c(N=Nc2ccccc2[N+](=O)[O-])c2ccccc21	i	0.4
CC1(c2nnnn2-c2ccc3c(c2)OCCO3)CCC(=O)N1CCc1ccc(O)cc1 (stereo unspecified)	i	1.4
COc1ccc(CC(N)c2csc(Nc3cnccn3)n2)cc1 (stereo unspecified)	i	2.0
